High-throughput results deposited in PubChem by National Center for Advancing Translational Sciences (NCATS).
TCR activator: activators of T cell receptors; 330,000 tested, under 10 active; Potency, µM (series often up to 9.22 µM), inactives show at the top dose activation of IL-2 secretion, hits mostly activators; primary human leukocytes, anti-CD3, IL-2 HTRF, 48 h; AID 504894; also: % of control where 0% means no effect
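IL-2 produced over 48 hr by a-CD3 bead-stimulated primary human leukocytes exposed to compounds was detected with a homogeneous time-resolved FRET immunoassay, 665nm acceptor signal after 320nm excitation.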
A-T KAP1 phos: potential ataxia-telangiectasia treatments restoring KAP-1 phosphorylation; […] A-T fibroblasts, KAP-1 phosphorylation AlphaLISA; neocarzinostatin DNA damage 30 min before lysis; actives 0.19% (n = 320,000); Potency, µM (doses to about 57.5 µM), without a hit: at the top dose activation, actives largely listed as activators; also: potency is read from the fitted curve at half-maximal effect; % of control where 0% means no effect; nearly all actives have a fitted effect of over 45% in size
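hTERT-immortalized A-T patient fibroblasts ([…]), 500 cells/well in OPTI-MEM, 1% FBS, got compounds for 60 min, then NCS for 30 min at 37C. Lysates were then assayed for phospho-KAP-1 by AlphaLISA (anti-pKAP1 donor, anti-KAP1 acceptor beads), 6 hr at 25C.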
BCR signal inh: inhibitors of chronic active B-cell receptor signaling | ABC-DLBCL IkBa-CBG/CBR reporter, luminescence ratio, 4 h | Potency, µM (doses to about 46.1 µM), inactives show top-dose ratio change, negative = lower green/red ratio, usual class: inhibitors | actives 0.05% (n = 340,000) | AID 493014; active = well fitted inhibition curve with a large enough effect in the signal ratio, with a control signal flat, not every such curve was filed as active; inconclusive = small, poorly fitted or top-dose-only effect, or effect the other way, or a change in a side signal; the % refers to the signal ratio;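 also: potency is read from the fitted curve at half-maximal effect; plate controls were basal doxycycline-induced cells for no effect and cells given 10 µM MG132 for full effect; MG132 reads +100%, hits lower the ratio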
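Compounds up to 46 uM were incubated four hours with TMD8 cells whose green CBG68 luciferase is fused to IkappaBalpha; red CBR luminescence normalised the signal, and concentration-effect curves were fitted to fusion, red and ratio data.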
Giardia kill: kills Giardia lamblia; actives 0.15% (n = 340,000); Giardia lamblia trophozoite viability; activity change, % at 7.66 µM, hits read low; in the data active = activity change below about -80%; inconclusive = between about -30% and that limit;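 also: parasites exposed to compound for two days anaerobically before the ATP read; % is scaled to controls: 0 for no effect and ±100 for the full control effect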
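Viability, read as ATP luminescence: trophozoites at 100 cells/well, compound added, 48 hrs anaerobic at 37 deg C, then 15-30 min room-temperature development before reading.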
FBPA coupling cs: inhibits coupling enzyme system, counter-screen for aldolase hits. actives 0.67% (n = 290,000). activity change, negative = inhibition, % at 58.2 µM, hits read low. coupling enzyme system counterscreen, AmpLite Red fluorescence. AID 2472; in the data active = activity change below about -30%; also: % is scaled to controls: 0 for no effect and ±100 for the full control effect
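First, compound is pin-transferred into glyceraldehyde-3-phosphate coupling-enzyme reagent at 57.5 uM final and held 10 min at RT. Next, substrate, coupling system and AmpLite Red are added. After 20 min RT, fluorescence (525/598 nm) is read.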
GALK inhibitor: inhibitors of human galactokinase; Purified GALK, Kinase-Glo residual ATP luminescence; Potency, µM (top dose mostly 57.5 µM), for the others: at the top dose activity change, negative = inhibition, actives largely listed as inhibitors; actives 0.007% (n = 270,000); AID 1868; also: potency is read from the fitted curve at half-maximal effect; % is scaled to controls: 0 for no effect and ±100 for the full control effect
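GALK at 5 nM final was combined with compound, 35 uM ATP and 100 uM galactose in HEPES pH8.0 with MgCl2 and DTT. The reaction ran one hour at room temperature before luminescent ATP detection.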
hERG WT inh: blocks the wildtype human KCNH2 potassium channel; U2OS, BacMam KCNH2, thallium flux FluxOr; stronger effect = lower value; actives 0.37% (n = 340,000); activity change, % at 1.84 µM;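 active = maximum activity change below -70%; inconclusive = maximum activity change between -70% and -50%; inactive = maximum activity change above -50%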; also: % is scaled to controls: 0 for no effect and ±100 for the full control effect
Target sequence (Q12809 whole entry, looked up): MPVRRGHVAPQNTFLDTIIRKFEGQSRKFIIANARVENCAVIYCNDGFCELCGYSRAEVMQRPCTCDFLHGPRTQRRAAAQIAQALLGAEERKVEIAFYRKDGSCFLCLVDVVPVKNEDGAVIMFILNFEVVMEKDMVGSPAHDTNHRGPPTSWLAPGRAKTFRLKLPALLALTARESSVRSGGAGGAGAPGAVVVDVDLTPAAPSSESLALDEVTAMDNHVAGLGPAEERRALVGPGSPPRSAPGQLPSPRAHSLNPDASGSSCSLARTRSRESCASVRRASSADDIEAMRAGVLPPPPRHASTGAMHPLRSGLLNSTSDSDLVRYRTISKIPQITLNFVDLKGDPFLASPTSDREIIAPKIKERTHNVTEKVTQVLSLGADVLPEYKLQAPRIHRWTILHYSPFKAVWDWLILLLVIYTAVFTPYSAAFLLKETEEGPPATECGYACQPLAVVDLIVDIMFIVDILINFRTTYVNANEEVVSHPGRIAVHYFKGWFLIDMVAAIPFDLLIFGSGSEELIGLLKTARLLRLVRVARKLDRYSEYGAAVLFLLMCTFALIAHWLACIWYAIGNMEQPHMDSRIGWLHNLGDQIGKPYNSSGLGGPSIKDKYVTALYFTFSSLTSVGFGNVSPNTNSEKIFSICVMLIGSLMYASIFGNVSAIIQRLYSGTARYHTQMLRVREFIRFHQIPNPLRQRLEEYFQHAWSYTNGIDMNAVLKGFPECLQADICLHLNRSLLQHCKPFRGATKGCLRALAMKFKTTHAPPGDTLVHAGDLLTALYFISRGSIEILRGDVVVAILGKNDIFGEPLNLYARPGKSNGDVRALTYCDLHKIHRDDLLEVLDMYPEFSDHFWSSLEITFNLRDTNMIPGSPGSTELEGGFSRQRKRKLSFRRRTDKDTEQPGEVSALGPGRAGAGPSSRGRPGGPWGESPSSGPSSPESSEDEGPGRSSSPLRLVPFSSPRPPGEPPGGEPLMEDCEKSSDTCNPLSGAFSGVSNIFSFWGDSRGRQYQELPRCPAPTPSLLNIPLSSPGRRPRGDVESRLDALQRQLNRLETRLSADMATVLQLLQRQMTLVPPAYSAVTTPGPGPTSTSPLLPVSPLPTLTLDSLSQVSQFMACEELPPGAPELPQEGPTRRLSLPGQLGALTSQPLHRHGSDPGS
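U2OS cells transduced with wild-type KCNH2 virus are loaded with FluxOr dye for 45 min, and thallium flux is measured in kinetic reads before and after stimulation buffer. Rate constants are normalized to DMSO controls.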
CXXC DNA block: MLL CXXC-DNA interaction inhibition; Q03164; MLL-CXXC / FITC-HOXA9 DNA fluorescence polarization; Potency, µM (doses to about 115 µM), for the others: at the highest dose activity change, negative = inhibition, usual class: inhibitors; actives 0.037% (n = 290,000); active = well fitted inhibition curve with a large enough effect in the polarisation, with a control signal flat, not every such curve was filed as active; inconclusive = small, poorly fitted or top-dose-only effect, or effect the other way, or a change in a side signal; inactive = no such curve, though single readings can be large or run the other way; the % refers to the polarisation; also: potency is read from the fitted curve at half-maximal effect
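Purified MLL-CXXC (added from a 7 uM solution) was preincubated 5 min at ambient with pinned compounds in 50 mM Tris-HCl pH 7.5, 50 mM NaCl, 1 mM DTT, 0.05% BSA. Fluorescein-labeled HOX-A9 DNA (50 nM solution) followed, 30 min, then polarization read.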
Tb PFK block: blocks T. brucei phosphofructokinase; O15648; T. brucei PFK, ADP-Glo luminescence; Potency, µM (series often up to 57.5 µM), for the others: at the highest dose activity, negative = inhibition, usual class: inhibitors; actives 0.17% (n = 330,000);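 also: potency is read from the fitted curve at half-maximal effect; 0% = uninhibited 1x PFK enzyme wells and -100% = no-enzyme wells; nearly all actives have a fitted effect of over 60% in size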
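Activity is normalized to no-enzyme wells (full inhibition) and 1.25 nM enzyme wells (no inhibition). Reaction: 0.5 mM F6P, 0.1 mM ATP, 45 min RT, ADP-Glo luminescence; concentration-response curves fitted and classed by quality.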
TSHR antag: blocks TSH signaling through the human TSH receptor | P16473 | TSHR-expressing cells, TSH-stimulated cAMP HTRF, 2 h; stronger effect = lower value | activity change, negative = inhibition, % at 11.5 µM | actives 0.2% (n = 330,000);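 active = activity change below a set negative limit, meaning inhibition stronger than a set level, cut at about -70% in these data; inconclusive = activity change between two set negative limits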; also: % is scaled to controls: 0 for no effect and ±100 for the full control effect
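Competitive HTRF cAMP read-out (cryptate anti-cAMP antibody, cAMP-d2; 30 min, room temperature) in freshly harvested TSHR cells. Compounds added before TSH at EC80 (4nM final), followed by 2 hours' incubation at 37 deg C.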
Active calls of the source: *; i = inactive; ? = inconclusive; . = not tested or not shown; [ ] = remark or other dose. Unless noted, calls follow the shape of the dose curve; as a rule, active = well fitted curve in the direction sought with a large enough effect; inconclusive = small, poorly fitted or top-dose-only effect, or another doubt; inactive = no such curve, though single readings can be large; an effect the other way counts as inactive or inconclusive.

SMILES | TCR activator | A-T KAP1 phos | BCR signal inh | Giardia kill | FBPA coupling cs | GALK inhibitor | hERG WT inh | CXXC DNA block | Tb PFK block | TSHR antag
CCOC(=O)c1ccc(N2C(=O)CC(Sc3nc(C)cc(C)n3)C2=O)cc1 (stereo not given) | -9% | -11% | 2% | -19 | 2 | 5% | -7 | 4% | 4% | -2
Nc1ccc(S(=O)(=O)Nc2nccc(/C=C/c3ccccc3F)n2)cc1 | 1% | 4% | ? | 8 | 0 | 1% | 1 | -27% | -7% | -8
COc1ccc2cc(C(=O)C3CCCN(C(=O)CSc4nnc(C)o4)C3)ccc2c1 (stereo not given) | -1% | 3% | -7% | 9 | -2 | 0% | i | 4% | -6% | -7
Cc1c(CCC(=O)O)c(=O)oc2cc3occ(-c4ccc(Br)cc4)c3cc12 | 2% | 15% | ? | -6 | -1 | . | -6 | 5% | 4% | -12
Cc1ccc(NS(=O)(=O)c2ccc3[nH]c(=O)oc3c2)cc1Cl | -1% | 8% | 1% | 8 | . | . | 2 | . | 3% | -17
COc1ccccc1OCCn1c(SCC(N)=O)nc2ccccc21 | . | -2% | -4% | -12 | 1 | -4% | 1 | 0% | -7% | -8
Cc1cc(C(=O)CN2CCN(CC(=O)Nc3cccc(F)c3)CC2)c(C)n1C1CC1 | 9% | -3% | ? | 3 | . | . | -5 | . | -5% | 0
C=CCSc1nc(-c2ccc3c(c2)OCO3)cc(C(F)(F)F)c1C#N | 1% | 8% | -13% | 3 | -2 | 7% | 5 | 6% | -2% | 13
CCc1ccc2c(c1)cc(CN(Cc1ccco1)C(C)=O)c1nnnn12 | 1% | 13% | ? | 42[activator] | -3 | 0% | -3 | -10% | 1% | -1
COc1cc(NC(=O)COC(=O)CNC(=O)C2CCCCC2)cc(OC)c1 | -4% | 7% | ? | 15 | . | . | 0 | . | 1% | 34
COc1ccc(OC)c(Nc2nc3ccc(C)cc3n3cnnc23)c1 | 15% | -10% | ? | 1 | 0 | 3% | 2 | ? | 0% | -2
O=C(NCCCN1CCN(Cc2ccccc2Cl)CC1)Nc1ccccc1 | -6% | -7% | -16% | -12 | 8 | 1% | 16 | 6% | -1% | 5
COc1ccc(OC)c(NC(=O)CSC2=C(C#N)C(c3ccco3)C3=C(CCCC3=O)N2)c1 (stereo not given) | -6% | 1% | ? | -7 | -2 | 1% | 2 | -1% | -2% | -6
COC(=O)c1ccc(COc2ncnc3ccccc23)o1 | 5% | 1% | -12% | 8 | 0 | -2% | -1 | 25% | 2% | 15
COc1cc2c(c(O)c1OC)C(=O)C(OC)CCC2 (stereo not given) | 0% | 3% | 11% | 26 | -3 | -1% | 0 | 0% | 3% | -4

Entries listed so far with an aryl methoxy group:
SMILES | TCR activator | A-T KAP1 phos | BCR signal inh | Giardia kill | FBPA coupling cs | GALK inhibitor | hERG WT inh | CXXC DNA block | Tb PFK block | TSHR antag
COc1ccc2cc(C(=O)C3CCCN(C(=O)CSc4nnc(C)o4)C3)ccc2c1 (stereo not given) | -1% | 3% | -7% | 9 | -2 | 0% | i | 4% | -6% | -7
COc1ccccc1OCCn1c(SCC(N)=O)nc2ccccc21 | . | -2% | -4% | -12 | 1 | -4% | 1 | 0% | -7% | -8
COc1cc(NC(=O)COC(=O)CNC(=O)C2CCCCC2)cc(OC)c1 | -4% | 7% | ? | 15 | . | . | 0 | . | 1% | 34
COc1ccc(OC)c(Nc2nc3ccc(C)cc3n3cnnc23)c1 | 15% | -10% | ? | 1 | 0 | 3% | 2 | ? | 0% | -2
COc1ccc(OC)c(NC(=O)CSC2=C(C#N)C(c3ccco3)C3=C(CCCC3=O)N2)c1 (stereo not given) | -6% | 1% | ? | -7 | -2 | 1% | 2 | -1% | -2% | -6
COc1cc2c(c(O)c1OC)C(=O)C(OC)CCC2 (stereo not given) | 0% | 3% | 11% | 26 | -3 | -1% | 0 | 0% | 3% | -4

Going on with the list.
SMILES | TCR activator | A-T KAP1 phos | BCR signal inh | Giardia kill | FBPA coupling cs | GALK inhibitor | hERG WT inh | CXXC DNA block | Tb PFK block | TSHR antag
CCN1CCN(Cc2coc3ccc(C)cc3c2=O)CC1 | . | 0% | 8% | 19 | 2 | 0% | 1 | -4% | -2% | 5
Oc1ccccc1CNCc1ccccc1 | 0% | 3% | 2% | -5 | 1 | -1% | 8 | -8% | -5% | -5
Cc1cccc(OCc2nnc(SCC(=O)N(C)C3CCCCC3)o2)c1 | 1% | -2% | 8% | 1 | . | . | 3 | . | 0% | -1
COc1cccc(OC)c1C(=O)Nc1c(C(=O)N2CCN(C)CC2)oc2ccccc12 | -2% | 2% | -2% | 0 | -1 | 6% | 7 | 18% | 0% | -12
CCCCn1c(=NC(=O)c2ccc3c(c2)OCO3)c(C#N)cc2c(=O)n3cccc(C)c3nc21 | 8% | 7% | 3% | 10 | 1 | 3% | -2 | 4% | 1% | -10
CCCCn1c(N)c(N(CC(C)C)C(=O)COC(=O)Cc2c(C)nc3ccccc3c2C)c(=O)[nH]c1=O | 1% | 8% | 4% | -6 | . | 6% | -2 | 21% | -2% | 3
CC1(c2ccc(OCC(N)=O)cc2)NC(=O)NC1=O (stereo not given) | 1% | 14% | 11% | -7 | 1 | 6% | -8 | -2% | -1% | -8
Cc1ccc(CNC(=O)C2CCCN(c3nc(C)cc(C)n3)C2)cc1 (stereo not given) | 2% | 0% | 3% | 8 | 4 | 1% | -6 | -4% | 0% | -4
CCOC(=O)c1cccc(NC(=O)CNC(=O)C2CCCCC2)c1 | 2% | 7% | 9% | -6 | 2 | -1% | -13 | 2% | 2% | 3
O=C(O)C1CCCCC1C(=O)NCc1cn2ccccc2n1 (stereo not given) | -4% | -5% | 7% | 12 | 0 | 1% | -6 | -4% | 0% | 7
CC(=O)OC(C(=O)NCc1ccco1)c1ccncc1 (stereo not given) | 0% | 2% | -1% | 2 | 0 | 5% | -7 | 3% | 3% | -5
COc1ccc(C)cc1NC(=O)C(Sc1nnc(-c2ccncc2)n1-c1ccc(Cl)cc1)c1ccccc1 (stereo not given) | -14%[46.1 µM] | 5% | ? | -3 | 1 | 1% | -5 | 9% | 6% | -6
Oc1ccc(N2CCN(C(c3cccs3)c3nnnn3CCc3ccccc3)CC2)cc1 (stereo not given) | 0% | -1% | 16% | -16 | -7 | 3% | -3 | 1% | -24% | -11
COc1ccc(-c2c(-c3ccccc3OC)oc3ccccc23)cc1F | 0% | 10% | 9% | -6 | . | . | -8 | . | 0% | 6
CN=C(Nc1ccc2c(c1)OCO2)SC1CC(=O)N(c2ccccc2)C1=O (stereo not given) | -3%[46.1 µM] | 2% | ? | -4 | -6 | -4% | 8 | -2% | -4% | 32
Cc1cc([N+](=O)[O-])nn1CCCC(=O)NC(C)c1ccccc1 (stereo not given) | 6%[46.1 µM] | . | -2% | -4 | 6 | 0% | 15 | -2% | 3% | 15
C=CCSc1ncc(-c2ccccc2)cn1 | -10% | 0% | -5% | -6 | 2 | 0% | -2 | 8% | -2% | -7
Cc1ccc(OS(=O)(=O)c2c(C)nn(C)c2Cl)c(C)c1 | 6% | 7% | ? | 8 | . | -1% | -10 | -1% | 0% | -1
CN(C)S(=O)(=O)c1ccc(C(=O)NCc2nnc(SCC(=O)N3CCCC3)o2)cc1 | 2% | 10% | -1% | 1 | . | -1% | 7 | 25% | -1% | 0
COC(=O)c1sc(N2C(=O)c3oc4ccccc4c(=O)c3C2c2cccs2)nc1C (stereo not given) | -2% | 1% | ? | 5 | 2 | 2% | -3 | 18% | -7% | 16
O=C(O)CCCC(=O)NNc1ncnc2ccccc12 | 0%[46.1 µM] | 1% | 4% | 21 | 2 | 2% | -4 | -2% | 8% | 8
Cc1ccccc1C(=O)N1CCC(C(=O)Nc2ccc(F)cc2)CC1 | 0% | 1% | -1% | -12 | 10 | 0% | 4 | -4% | -9% | 1
COc1ccc(NC(=O)Nn2cnnc2)cc1OC | 0% | 1% | 0% | -16 | 0 | 4% | -6 | 11% | -7% | 5
CC(=O)NCCc1nc2ccccc2n1CCOc1ccccc1 | -3% | -14% | ? | -24 | 0 | . | -4 | 7% | -4% | 5
CC(=O)c1ccc(NC(=O)/C(C#N)=C/c2ccncc2)cc1 | -2% | -6% | 5% | 0 | . | -2% | -9 | 1% | 1% | 1
COC(=O)Nc1cc(C(=O)c2ccc(Cl)cc2Cl)c[nH]1 | 5% | -5% | 0% | 5 | -2 | -4% | -2 | 2% | 0% | -3
